High-throughput results deposited in PubChem BioAssay by National Center for Advancing Translational Sciences (NCATS).
D2 antag = antagonizes the human D2 dopamine receptor. HEK293 TREx D2 cells, calcium flux, dopamine EC80. 340,000 tested, 2% active. P14416. inhibition, % at 10 µM; in the data active means inhibition above about 30%; further: 0% is about no effect
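Inhibition of EC80 dopamine-driven calcium flux, recorded kinetically, defines activity here; cells are a tetracycline-induced HEK293 T-REx line expressing force-coupled D2.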
D1 antag = blocks dopamine activation of the human D1 receptor. HEK293 TREx D1 cells, calcium flux, dopamine EC80; hits give low values. activity change, negative = inhibition, % at 10 µM. P21728. 360,000 tested, 3.2% active. AID 504652; in the data active means activity change below about -30%; further: on the % scale 0 is the no-effect control and ±100 the full control effect
Target sequence (P21728 whole entry, looked up): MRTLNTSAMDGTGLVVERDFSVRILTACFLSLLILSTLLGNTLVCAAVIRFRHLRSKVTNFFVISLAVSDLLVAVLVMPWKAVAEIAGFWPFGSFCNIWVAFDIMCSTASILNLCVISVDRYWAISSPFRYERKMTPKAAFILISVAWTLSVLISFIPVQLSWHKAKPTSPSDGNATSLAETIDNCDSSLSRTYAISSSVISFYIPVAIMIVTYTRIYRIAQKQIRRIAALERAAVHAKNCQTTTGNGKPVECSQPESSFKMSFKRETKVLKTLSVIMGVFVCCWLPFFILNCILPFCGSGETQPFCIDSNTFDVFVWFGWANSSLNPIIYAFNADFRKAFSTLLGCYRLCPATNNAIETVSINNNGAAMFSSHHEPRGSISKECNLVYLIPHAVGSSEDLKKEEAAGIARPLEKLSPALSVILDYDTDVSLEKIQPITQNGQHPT
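Compound effects on dopamine-evoked calcium signalling were measured in tetracycline-induced HEK293 Trex D1 cells. Dopamine at EC80 followed a 180 s compound pre-read, and fluorescence was tracked kinetically for 180 s more.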
D1 ag = activates the human D1 dopamine receptor | P21728 | HEK293 T-REx D1 cells, calcium flux, agonist mode | activation, % at 2 µM | 360,000 tested, 1% active | AID 504660; further: 0% is about no effect
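Agonism was scored from calcium flux recorded over 180 s (1 read/s) after pintool compound addition, following a 10-cycle baseline. Cells were inducible force-coupled HEK293 TREx D1, plated overnight at 30 C and loaded with no-wash calcium dye.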
TRHR ag = activates the human TRH receptor; P34981; TRHR cells, calcium flux fluo-8, FDSS agonist mode; activation, % at 2 µM; 360,000 tested, 0.18% active; further: 0% is about no effect
Target sequence (P34981 whole entry, looked up): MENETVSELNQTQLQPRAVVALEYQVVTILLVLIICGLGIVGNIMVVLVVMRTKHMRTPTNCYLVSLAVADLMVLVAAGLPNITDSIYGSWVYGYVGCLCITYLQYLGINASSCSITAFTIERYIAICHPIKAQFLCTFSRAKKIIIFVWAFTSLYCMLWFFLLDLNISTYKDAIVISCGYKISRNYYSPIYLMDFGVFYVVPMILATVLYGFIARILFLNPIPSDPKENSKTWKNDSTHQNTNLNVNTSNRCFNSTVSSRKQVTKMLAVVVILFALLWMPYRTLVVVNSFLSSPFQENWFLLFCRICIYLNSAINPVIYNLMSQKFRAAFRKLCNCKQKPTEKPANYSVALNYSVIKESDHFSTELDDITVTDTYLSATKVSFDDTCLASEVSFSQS
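In this calcium-flux screen, cells bearing human TRHR are dye-loaded with fluo-8, baselined for 10 cycles, then exposed to library compounds; positive kinetic calcium responses during the agonist phase mark hits, with TRH as control.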
D1 PAM = human D1 dopamine receptor positive modulation; HEK293 TREx D1 cells, calcium flux, dopamine EC20 potentiation; potentiation, % at 10 µM; 360,000 tested, 0.036% active; AID 504651; in the data active means potentiation above about 30%; further: 0% is about no effect
D2 ag = D2 dopamine receptor (human) agonism; P14416; HEK293 T-REx D2 cells, calcium flux agonist mode; activation, % at 2 µM; 340,000 tested, 0.53% active;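 active means activation over 3 SD above normal in the single-dose calcium agonist read, cut at about 30% in these data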; further: 0% is about no effect
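In this primary screen, compounds producing a positive calcium signal within 180 s of addition to tetracycline-induced, force-coupled HEK293 Trex D2 cells are flagged; cells are dye-loaded with a no-wash calcium kit beforehand.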
D2 potentiator = positively modulates the human D2 dopamine receptor allosterically | HEK293 T-REx D2, calcium flux, EC20 dopamine potentiation | potentiation, % at 10 µM | 340,000 tested, 0.34% active | AID 485347;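 active means potentiation over 3 SD above the plate norm, cut at about 30% in these data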; further: 0% is about no effect
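Cells plated with tetracycline inducer and held overnight at 30 C; calcium dye loaded 30–90 min at room temperature; baseline taken, compound added and read 180 s; EC20 dopamine then added and read 180 s.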
TRHR PAM = allosterically enhances the human TRH receptor; P34981; TRHR cells, fluo-8 calcium fluorescence, EC20 TRH enhancement; enhancement, % at 2 µM; 360,000 tested, 0.66% active; in the data active means enhancement above about 30%; further: 0% is about no effect
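Enhancer read-out: after compound pinning and an initial kinetic agonist-mode read, an EC20 of TRH (10 nM final) was injected and fluo-8 calcium signal (Ex 480/Em 530) followed at 1 s/cycle for 100 cycles in TRHR-expressing cells.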
RXFP1 antag = antagonists of human relaxin receptor RXFP1. HEK293-RXFP1, relaxin-stimulated cAMP HTRF, 30 min; hits give low values. activity change, negative = inhibition, % at 57.5 µM. 350,000 tested, 0.59% active. AID 1259400;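 active means activity change of -60% or lower, but not beyond a set lower limit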; further: on the % scale 0 is the no-effect control and ±100 the full control effect
Active calls of the source: *; . = not tested or not shown. Unless noted, no stated cut-off is given here; in the data, active means activation above about 30%; inactive means the rest.

compound	D2 antag	D1 antag	RXFP1 antag	D2 ag	D1 ag	TRHR PAM	TRHR ag	D1 PAM	D2 potentiator
O=C(Nc1cccc(-c2cscn2)c1)C1CCN(Cc2ccccn2)CC1	17.1	5.7	4.1	0.3	-0.6	-0.6	0.7	-1.1	-18.1
Cc1cc(=O)[nH]c(SCC(=O)c2ccc(O)c(O)c2)n1	-9.7	-20.8	5.7	-1.4	7.5	2.2	0.2	-1.0	13.5
CC(=O)Nc1cccc(NC(=O)CCn2c(=O)sc3ccccc32)c1	-5.5	-90.2*	5.7	-2.3	2.7	5.2	0.1	-3.6	6.1
O=C(CSc1nc(=O)n(CCN2CCOCC2)c2c1CCCC2)Nc1cccc([N+](=O)[O-])c1	-2.9	10.1	6.4	-1.8	0.2	2.8	-0.4	-10.1	-0.7
O=C(OCC(=O)N(C1CCCCC1)C1CCCCC1)c1ccncc1	3.8	-8.1	1.5	0.2	1.8	-3.2	-0.2	-0.9	-4.7
CN(C)c1ccc(CNC(=O)CN2CCSc3ccc(S(=O)(=O)N(C)C)cc32)cc1	.	-8.6	.	-0.5	-0.2	0.1	-0.7	-0.3	.
CCN(c1ccccc1C)S(=O)(=O)c1nnc(NC(=O)c2ccc(OC)c(OC)c2)s1	.	-0.7	-38.0	-0.2	1.3	9.4	0.0	-1.8	2.5
CN(CC(=O)Nc1ccc(F)cc1)C(=O)COC(=O)/C=C/c1cccs1	-3.9	1.4	-7.8	0.1	2.3	3.9	-0.3	1.8	19.9
c1ccc(-c2nc(NC3CC3)nc(-n3ccnc3)n2)cc1	-8.2	-4.1	-3.1	-1.1	1.0	7.8	-0.3	-5.6	8.5
Cc1nc2ccc(Cc3ccc4nc(C)[nH]c4c3)cc2[nH]1	-0.6	-17.4	-14.3	-0.6	1.2	0.2	-0.3	-12.8	-9.4
NS(=O)(=O)c1ccc(-c2ccc(/C=C3\SC(=O)NC3=O)o2)cc1	47.3*	-19.1	.	-1.3	0.3	4.1	0.3	0.8	-10.4
COc1cccc(CC(=O)OC(C)C(=O)NCc2ccc3c(c2)OCO3)c1 (configuration not stated)	55.1*	-10.4	-3.8	0.0	0.3	4.9	-0.2	0.0	-6.5
Fc1ccc(Nc2nc(Oc3ccc4c(c3)OCO4)nc(N3CCOCC3)n2)c(F)c1	-1.5	-15.0	8.3	1.1	1.1	-2.2	0.0	-4.0	-7.7
C[C@@H]1C=C(C(=O)NC2CC2)O[C@H](OCc2ccc(CO)cc2)C1	9.8	9.2	.	0.6	5.8	-1.6	-0.1	5.9	-4.1
COc1ccc(-n2c(C)c(C)c3c(NCCCN(C)C)ncnc32)cc1	-2.7	0.8	-1.6	-0.5	2.3	5.7	0.1	-5.5	9.0

Single records, as listed above. Order of values: D2 antag	D1 antag	RXFP1 antag	D2 ag	D1 ag	TRHR PAM	TRHR ag	D1 PAM	D2 potentiator
COc1cccc(CC(=O)OC(C)C(=O)NCc2ccc3c(c2)OCO3)c1 (configuration not stated) across the screens: 55.1*	-10.4	-3.8	0.0	0.3	4.9	-0.2	0.0	-6.5
COc1ccc(-n2c(C)c(C)c3c(NCCCN(C)C)ncnc32)cc1 across the screens: -2.7	0.8	-1.6	-0.5	2.3	5.7	0.1	-5.5	9.0
CCN(c1ccccc1C)S(=O)(=O)c1nnc(NC(=O)c2ccc(OC)c(OC)c2)s1 across the screens: .	-0.7	-38.0	-0.2	1.3	9.4	0.0	-1.8	2.5

Next section
compound	D2 antag	D1 antag	RXFP1 antag	D2 ag	D1 ag	TRHR PAM	TRHR ag	D1 PAM	D2 potentiator
CSc1nnc(-c2ccccc2SC)o1	-0.9	-4.8	10.8	1.6	0.7	-2.3	-0.5	0.6	-16.9
Cc1ccc(S(=O)(=O)Nc2cccc(-c3ccc4nnc(C)n4n3)c2)s1	-0.6	10.7	-4.7	-0.7	0.7	6.3	0.0	-3.7	-24.2
Cc1nc(Nc2ccc(F)cc2)nc(Nc2ccc(F)cc2)c1[N+](=O)[O-]	-5.4	0.3	-2.3	-2.2	12.3	1.2	-0.3	1.0	5.1
COC(=O)CSc1nnc(CNC(=O)c2cccc(C)c2)n1-c1ccccc1OC	-0.7	13.0	-5.8	0.7	0.5	-0.9	0.1	7.8	4.6
COc1ccc(CCN(C)C2CCCN(C(=O)Cn3cnnn3)C2)cc1OC (configuration not stated)	.	-21.0	-1.6	1.4	1.6	1.9	1.1	-0.7	2.8
CC(Oc1ccc([N+](=O)[O-])cc1)C(=O)NCC1CCCO1 (configuration not stated)	.	36.0	6.3	.	4.3	10.1	0.0	-5.4	-5.8
O=C(O)c1cc2c(cn1)[nH]c1ccccc12	-4.6	-4.9	-10.3	-1.1	-1.5	5.8	-0.9	1.9	6.3
CCOc1ccc(CNC(=O)C2CCC(=O)N2C2CCCC2)cc1OC (configuration not stated)	-9.1	24.2	-7.8	0.7	2.5	-3.1	0.5	-3.5	-5.8
COc1ccc(CC(=O)Nc2cc(Cl)ccc2C(=O)O)cc1	12.2	3.4	-5.0	0.1	2.8	0.3	-0.1	-1.1	4.2
Cc1ccc(-c2nn(-c3cccc(F)c3)cc2CNCc2cccnc2)o1	15.4	2.9	1.0	0.8	1.9	-4.9	-0.3	8.0	-8.6
CC(C)COc1ccc(C(=O)Nc2nnc(S(=O)(=O)N(C)Cc3ccco3)s2)cc1	.	2.3	-30.3	0.1	-0.6	1.9	0.7	0.2	8.1
CCOc1ccc(-c2cccc(NS(=O)(=O)c3c(C)cc(C)cc3C)c2)nn1	.	14.9	-1.2	-0.9	0.4	6.0	0.0	1.3	1.7
c1ccc(C(c2ccccc2)N2CCN(Cc3nnnn3C3CCCCC3)CC2)cc1	-9.6	7.1	4.0	-0.3	0.8	4.0	0.8	-1.9	1.3
COc1ccccc1C(=O)NCCC(=O)NNC(=O)C1COc2ccccc2O1 (configuration not stated)	24.1	-0.7	-8.0	0.1	4.0	-2.0	0.1	-0.2	6.9
CN(C)C1(CNC(=O)COc2cccc(Cl)c2)CCCCC1	.	-2.1	.	0.1	3.4	-4.9	0.4	2.6	-8.0
CC1CN(C(=O)COC(=O)Cc2c(F)cccc2Cl)CC(C)O1 (configuration not stated)	23.0	-10.1	3.6	-1.1	0.9	1.1	2.9	-0.1	15.0
O=C(NCCc1ccc(Cl)cc1)C1CCN(C(=O)c2sccc2-n2cccc2)CC1	-8.2	-8.5	4.1	0.7	0.9	-12.1	-0.8	11.7	3.9
CC(=O)c1cccc(NC(=O)COC(=O)[C@@H](NC(=O)OCc2ccccc2)C(C)C)c1	-7.5	-95.3*	-6.6	-0.6	1.9	2.3	0.2	-8.8	-12.3
CC1CCCCC1NC(=O)c1nn(C)c2c1CS(=O)(=O)c1ccccc1-2 (configuration not stated)	-5.0	-14.3	1.0	0.7	-0.6	-34.8	0.2	-1.1	-9.3
COc1ccc(NC(=O)N(C2CCCCC2)C2CCN(C(C)C)CC2)c(OC)c1	49.9*	-0.9	.	0.8	2.2	-2.7	-0.5	-3.2	.
Cc1cc(=O)n2[nH]c(-c3ccco3)nc2n1	-12.1	12.7	-18.6	-0.3	3.0	-0.2	-0.2	-4.7	8.8
COc1cc(CN(C(=O)COc2ccc(Cl)c(C)c2)c2ccccn2)cc(OC)c1OC	.	-12.8	.	-0.9	4.9	-14.1	-0.2	0.1	-0.4
CC1CCCCC1NC(=O)C1CCN(S(=O)(=O)N2CCC3(CC2)OCCO3)CC1 (configuration not stated)	22.2	4.5	-7.0	0.2	2.3	0.3	0.6	-1.1	-2.1
C=CCNC(=O)/C(C#N)=C/c1c(C)nn(-c2ccccc2)c1Cl	-4.3	-1.1	-7.7	0.7	4.4	-3.3	-0.6	-4.7	16.6
COc1cc(Cl)c(NS(=O)(=O)c2ccc(-c3cnc(C4CC4)o3)cc2)c(OC)c1	.	-28.9	.	2.4	22.1	4.8	-1.6	0.7	-0.9
COc1cc2cnc(-c3ccsc3)c(-c3ccc(F)cc3)c2cc1OC	-4.0	.	.	-0.9	2.5	1.3	20.5	-1.8	6.5
Cc1cc(C)n(-c2ccc(-n3ccnc3)nn2)n1	18.4	-9.5	-18.4	1.0	2.0	-5.6	-0.1	1.8	-5.4
C/C(N)=C(/C#N)C(=O)COC(=O)c1cc2c(s1)CCCC2	-1.9	-2.7	-13.0	0.2	11.7	-2.8	0.0	-4.2	20.7
O=C(Cc1ccccc1)NNC(=O)Cc1ccccc1	13.2	-16.4	-0.1	2.2	0.4	-3.9	-0.3	5.5	6.9
CCc1cccc(C)c1NC(=O)C(CC)n1nc(C)c2c(C)n(-c3ccccc3)nc2c1=O (configuration not stated)	.	117.2	-14.2	-0.7	2.7	3.0	-0.7	0.0	-2.5
Cc1nn(-c2ccccc2C(=O)O)c(=O)c2ccccc12	-3.6	4.1	-9.2	0.1	2.9	8.5	0.1	-4.4	11.8
C=CCOC(=O)C(C#N)c1nc2ccccc2nc1N1CCN(c2ccccc2OC)CC1 (configuration not stated)	-14.2	1.3	1.7	0.4	2.8	1.3	0.3	0.1	-4.0
CCCc1cc(=O)[nH]c(SCC(=O)N(C)CC(=O)Nc2ccccc2CC)n1	-6.5	16.8	2.9	1.3	2.2	-4.7	-0.1	2.7	-5.9
COc1ccc2c(c1)c(=O)c(C(=O)c1ccccc1)cn2CC(=O)Nc1ccc2c(c1)OCO2	.	8.1	.	0.5	-1.8	-2.3	0.1	-1.0	-21.7
Cc1nn(-c2ccccc2)c(Cl)c1/C=N/NC(=O)c1ccnn1C	.	2.4	-9.3	.	1.6	-1.7	-0.8	1.7	.
CCc1ccc(NS(=O)(=O)c2ccc3[nH]cc(C(=O)N4CCCCC4)c(=O)c3c2)cc1	-1.7	-0.7	1.8	-2.0	4.9	3.6	-0.2	6.6	12.6
COCCNC(=O)c1cc2c(s1)-c1ccc(Cl)cc1SC2	11.5	-91.6*	-25.4	-0.2	4.0	7.3	0.0	-9.2	-16.5
CCC(C)[C@H]1CNCCN1CCc1cccc2ccccc12 (some centres not stated)	7.0	32.7	.	0.6	13.8	-1.3	0.5	0.8	10.6
Cc1cc(C(F)F)n2ncc(C(=O)NCCc3ccccc3Cl)c2n1	.	-21.3	11.5	.	3.3	-2.2	-1.6	-3.1	.
CC(=O)N1CCc2cc(S(=O)(=O)NC(C(=O)Nc3ccc(C)cc3C)C(C)C)ccc21 (configuration not stated)	.	2.2	-2.8	-0.6	-0.3	16.3	-0.1	-0.7	-5.3
O=C(N=C1SC2CS(=O)(=O)CC2N1CCc1ccccc1)C1CCCCC1 (configuration not stated)	-3.9	7.7	-20.3	0.2	1.2	4.0	0.3	-3.4	2.8
CCOc1ccccc1OCCN1CCCC1	-3.5	-33.6*	-6.4	0.5	5.8	-7.7	0.3	-1.1	-1.0
COc1ccc(CCNC(=O)c2ccn[nH]2)cc1OC	9.5	-7.9	0.1	0.5	-0.9	-6.6	0.2	-4.8	7.9
N#CCCS(=O)(=O)c1nnnn1-c1ccccc1	-0.7	-9.0	.	6.4	3.7	1.5	2.4	-2.5	-1.1
